Assay outcomes as filed in PubChem.
ALOX15B inhib – inhibitors of human 15-lipoxygenase 2 (ALOX15B) | O15296 | purified 15hLO-2, xylenol orange hydroperoxide absorbance | Potency, µM (titrated, usually from 57.1 µM), for the others: at the top dose activity change, negative = inhibition, most hits filed as inhibitors | 110,000 tested, 0.56% active | AID 881; further: potency means the concentration at half of the fitted maximal effect; nearly all actives have a fitted effect of over 60% in size; many of its hits are not listed in these tables
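Purified human 15hLO-2 (50 nM) preincubated 15 min with compound, then 45 uM arachidonic acid for 90 min at RT in 25 mM Hepes pH 7.5, 0.01% Triton X-100. Hydroperoxide detected by Fe-xylenol orange; 573/405 nm absorbance ratio.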
ALOX12 inhib – inhibitors of human 12-lipoxygenase (ALOX12); P18054; purified 12-hLO, xylenol orange hydroperoxide absorbance; Potency, µM (titrated, usually from 57.1 µM), for the others: top-dose activity change, negative = inhibition, most hits filed as inhibitors; 150,000 tested, 0.12% active; further: potency means the concentration at half of the fitted maximal effect; nearly all actives have a fitted effect of over 55% in size; many of its hits are not listed in these tables
Target sequence (P18054 whole entry, looked up): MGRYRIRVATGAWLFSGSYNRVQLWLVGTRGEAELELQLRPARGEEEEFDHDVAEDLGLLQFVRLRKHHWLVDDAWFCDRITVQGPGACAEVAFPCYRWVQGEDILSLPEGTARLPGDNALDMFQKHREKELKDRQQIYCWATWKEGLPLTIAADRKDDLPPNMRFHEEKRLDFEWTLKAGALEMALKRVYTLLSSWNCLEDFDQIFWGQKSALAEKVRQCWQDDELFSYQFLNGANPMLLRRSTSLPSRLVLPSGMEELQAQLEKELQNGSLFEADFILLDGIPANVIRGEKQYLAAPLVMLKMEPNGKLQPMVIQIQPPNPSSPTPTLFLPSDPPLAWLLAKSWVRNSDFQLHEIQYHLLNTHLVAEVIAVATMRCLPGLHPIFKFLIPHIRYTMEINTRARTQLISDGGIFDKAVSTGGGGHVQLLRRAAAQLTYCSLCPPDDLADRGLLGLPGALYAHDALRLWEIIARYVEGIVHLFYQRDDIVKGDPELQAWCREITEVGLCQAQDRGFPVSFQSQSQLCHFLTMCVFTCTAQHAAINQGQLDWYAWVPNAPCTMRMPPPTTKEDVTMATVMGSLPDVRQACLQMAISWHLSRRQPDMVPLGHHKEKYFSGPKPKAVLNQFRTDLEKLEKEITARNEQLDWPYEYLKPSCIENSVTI
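Xylenol orange chromogenic assay: hydroperoxide from 12hLO oxidises Fe(II), giving red-shifted Fe(III)-XO absorbance. Conditions: 150 nM enzyme, 40 uM arachidonic acid, 25 mM Hepes pH 7.0, 0.01% Triton X-100, 30 min, room temperature.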
PNC assembly inh – inhibitors of perinucleolar compartment assembly | 140,000 tested, 3.1% active | activity change (PNC), negative = inhibition, % at 10 µM | AID 2417 | PC3M PTB-GFP, PNC prevalence imaging, 16 h; hits give low values;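 active means readout at or below -70, meaning at least 70% loss of cells showing the perinucleolar compartment, a nuclear body marking cancer cells; inconclusive means readout between -30 and a set limit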;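 further: plate controls were DMSO wells for no effect and camptothecin positive control wells for full effect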
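PC3M cells stably expressing PTB-GFP, 750–1000 cells/well, treated 16 h at 37 °C with compound (23 nl of library stock), in duplicate. After paraformaldehyde fixation and Hoechst stain, imaged at 20x; PNC prevalence scored by image analysis.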
IMPase cell inh – IMPase inhibition in cells; P97697; CHO-M1 cells, IP1 accumulation, HTRF TR-FRET ratio; inhibition (IP1 accumulation), % at 46.1 µM; 120,000 tested, under 10 active; AID 901; active means well fitted curve in the direction sought with a large enough effect in the signal ratio, not every such curve was filed as active; inconclusive means small, poorly fitted or top-dose-only effect, or a change in a side signal; inactive means no such curve, though single readings can be large or run the other way; the % refers to the signal ratio;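 further: cells stimulated with carbachol in lithium chloride buffer; plate controls were DMSO basal wells for no effect and reference inhibitor wells for full effect; higher means more IMPase inhibition seen as more IP1 and lower FRET ratio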
Target sequence (P97697 whole entry, looked up): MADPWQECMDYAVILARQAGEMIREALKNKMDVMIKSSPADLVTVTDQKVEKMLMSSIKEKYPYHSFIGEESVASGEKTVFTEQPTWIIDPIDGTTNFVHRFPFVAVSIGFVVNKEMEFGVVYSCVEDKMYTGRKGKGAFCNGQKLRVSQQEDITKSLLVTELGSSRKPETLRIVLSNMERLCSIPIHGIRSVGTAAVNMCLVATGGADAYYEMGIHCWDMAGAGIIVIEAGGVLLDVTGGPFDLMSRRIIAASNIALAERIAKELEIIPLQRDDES
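Seeded CHO-M1 cells were dosed with compound at up to 46 uM, stimulated with carbachol for 30 min, then lysed in IP-One detection reagents. Higher IP1 lowers the TR-FRET signal.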
Numbers without * were called inactive; ? = inconclusive; nt = no result given; & = joins results of further samples; [ ] = another dose, or the depositor's remark. Unless noted, the call rests on the fitted dose curve; in most records, active means well fitted curve in the direction sought with a large enough effect; inconclusive means small, poorly fitted or top-dose-only effect, or another doubt; inactive means no such curve, though single readings can be large; an effect the other way counts as inactive or inconclusive. Unless noted, on the % scale 0 is the no-effect control and ±100 the full control effect.

SMILES | ALOX15B inhib | ALOX12 inhib | PNC assembly inh | IMPase cell inh
CCCn1cc(NC(=O)c2cc3n(n2)C(C(F)(F)F)CC(c2ccccc2)N3)cn1 (stereo unspecified) | -8% | 1% | -87* | 3
CCN(C(=O)CSc1nc2cc(C(F)(F)F)ccc2n1Cc1ccccc1)C1CCS(=O)(=O)C1 (stereo unspecified) | nt | -1% | -28 | nt
O=C(COC(=O)C1CC(=O)N(c2nc(-c3ccccc3)cs2)C1)c1ccccc1 (stereo unspecified) | -4% | -3% | 7 | 1
O=C(c1cnn2c(C(F)F)cc(C3CC3)nc12)N1CCCC1 | -4% | 2% | 23 | 1
COc1ccc2c(C)c(C(=O)O)oc2c1 | -2% | 3% | ? | -20
CCOC(=O)C1(P(=O)(c2ccccc2)c2ccccc2)CCC1 | 22% | 0% | 21 | 2
CCN(CC)S(=O)(=O)c1cccc(-c2n[nH]c(=S)n2/N=C/c2ccc(C(=O)OC)cc2)c1 | nt | -7% | ? | nt
Cc1cccc(N(C(=O)Nc2ccccc2)C2=NCC(C)S2)c1 (stereo unspecified) | 22% | 2% | 9 | 6
O=C(c1ccccc1)N1CCN(C2C3CC4CC(C3)CC2C4)CC1 (stereo unspecified) | 7% | 6% | 4 | 2
N#Cc1ccc(N2C(=O)[C@@H]3C(C(=O)c4ccc5ccccc5n4)=NN[C@@H]3C2=O)cc1 | nt | -2% | 31 | 4
CCC(C)[C@H](NC(=O)NC1CCN(Cc2ccccc2)CC1)C(=O)OC (stereo partly specified) | 0% | -2% | 8 | -1
Cc1cc(NC(=O)/C=C/c2cccc(F)c2)n(-c2nc3ccccc3[nH]2)n1 | nt | 3% | 23 | nt
CN=c1scc(-c2cc(OC)ccc2OC)n1/N=C/c1c(C)[nH]c2ccccc12 | nt | -1% | 37 | nt
Nc1c(C(=O)C2CC2)sc2nc(-c3cccs3)cc(C(F)(F)F)c12 | -9% | -1% | 24 | -4
NC(=O)CSc1nc2cc3c(cc2c(=O)n1CCCC(=O)NCc1ccc2c(c1)OCO2)OCO3 | -1% | -8% | ? | 0
CC(C)(C)NC(=O)CSc1nnc(-c2ccncc2)o1 | nt | 0% | ? | nt
Cn1c(=O)c2c(nc(SCCN3CCOCC3)n2Cc2cccc3ccccc23)n(C)c1=O | 21% | 3% | 13 | 1
Cc1ccc(C(=O)/C=C/NCc2ccc(F)cc2)cc1 | nt | 1% | 12 | nt
FC(F)(F)c1cc(C(F)(F)F)c2ccc(N3CCN(c4ccccc4)CC3)nc2n1 | 1% | -7% | ? | 0
O=C(COC(=O)c1ccc(N2CCOCC2)c([N+](=O)[O-])c1)Nc1ccc2c(c1)OCO2 | nt | 1% | -23 | nt
COc1cccc2cc(C(=O)N3CCN(c4ccc(C)cc4C)CC3)c(=O)oc12 | 0% | -10% | -26 | 4
Cc1cc2cc(CN(Cc3ccco3)S(=O)(=O)c3c(C)ccc4nsnc34)c(=O)[nH]c2cc1C | 3% | 0% | 68 | 0
O=C(CSc1nnc(C2COc3ccccc3O2)o1)N1CCCc2ccccc21 (stereo unspecified) | 7%[2.29 µM] | -2% | ? | 6
CCOC(=O)COc1ccc(S(=O)(=O)NCc2cccnc2)cc1 | -5% | 2% | -23 | -2
CCOC(=O)N/N=C\C=C\c1ccc2c(c1)OCO2 | nt | -3% | 35 | nt
Nc1ccc(Nc2ccccc2)c(Cl)c1 | ? | -9% | -23 | 8
O=C(COc1ccccc1)N1CCN=C1c1ccccc1 | 2% | -3% | 13 | -7
CCOC(=O)CSc1nc2cc(C(=O)OC)ccc2c(=O)n1CCN1CCOCC1 | 5% | 3% | ? | 1
CSc1nc2[nH]ncc2c(=O)[nH]1 | nt | -1% | -4 | nt
Cc1ccc(/C=N/NC(=O)CNC(=O)COc2ccccc2)cc1 | nt | -6% | -29 | -11
CCNC(=S)N/N=C/c1sc(N2CCCCC2)nc1-c1cccs1 | nt | -10% | 25 | nt
O=C(NCCC1=CCCCC1)C(c1ccccc1)c1ccccc1 | -9% | 0% | -19 | 6
c1ccc(CNc2nc3ccccc3[nH]2)cc1 | 36%[activator] | 5% | -19 | -7
O=C(C1CCN(S(=O)(=O)c2cccc3nsnc23)CC1)N1CCn2c1nc1ccccc12 | -7% | -3% | 35 | -5
O=C(CC1SC(=Nc2ccccc2)N(CCc2ccccn2)C1=O)Nc1ccc(F)cc1 (stereo unspecified) | nt | 6% | ? | nt
COC(=O)Cc1c(C)nc2nc(-c3ccc(Cl)cc3)[nH]n2c1=O | 3% | 4% | -27 | 2
CC(C)(C)OC(=O)NCCc1nnc(SCc2ccc(Cl)cc2Cl)o1 | 4% | -4% | ? | 6
CN1CCCCc2c1[nH]c1ccccc1c2=O | -1% | -5% | 20 | 15
COCCOC(=O)C1=C(C)Nc2nc(C)nn2C1c1ccc(F)cc1 (stereo unspecified) | 9% | -1% | -3 | 4
CCC(C)C(=O)Nc1ncc2c(n1)CC(c1cccs1)CC2=O (stereo unspecified) | -4% | 1% | 4 | ?

Full records, quoted from the list:
CCOC(=O)CSc1nc2cc(C(=O)OC)ccc2c(=O)n1CCN1CCOCC1 is entered as ALOX15B inhib: 5%; ALOX12 inhib: 3%; PNC assembly inh: ?; IMPase cell inh: 1
COC(=O)Cc1c(C)nc2nc(-c3ccc(Cl)cc3)[nH]n2c1=O is entered as ALOX15B inhib: 3%; ALOX12 inhib: 4%; PNC assembly inh: -27; IMPase cell inh: 2

(cont.)
SMILES | ALOX15B inhib | ALOX12 inhib | PNC assembly inh | IMPase cell inh
N#C/C(=C\c1cccc([N+](=O)[O-])c1)c1nnc2n1CCCCC2 | nt | -4% | 32 | nt
COc1cc(CNc2ccc(CNc3ncn[nH]3)cc2)cc(Cl)c1OCc1ccccc1 | nt | 4% | ? | 5
N#Cc1c2c(c(Nc3ccc(O)cc3)n3c1nc1ccccc13)CCC2 | nt | -2% | -27 | nt
CNC(=O)C1CCN(C(=O)c2ccc(-c3ccccc3)cc2)CC1 | -5% | 11% | 26 | -4
COc1ccc(-n2c(Cc3cc(=O)[nH]c(=O)[nH]3)nnc2SCC(=O)N2CCCC2)cc1 | 4% | 2% | 42 | 1
O=C(Cn1cnc2ccccc21)NCc1ccccc1 | 0% | -3% | ? | 2
O=c1c(O)c(-c2ccc(O)cc2O)oc2cc(O)cc(O)c12 | -16% | -19% | -22 | 8
CC(=O)Nc1ccc(S(=O)(=O)c2ccc(N)cc2)cc1N | 1% | -2% | 20 | -5
Cc1cc(OC(=O)c2cc(F)c(F)cc2Cl)nc(C)n1 | -2% | 4% | -11 | 5
NC(=O)c1ccccc1NC(=O)NC1CCCCC1 | nt | 3% | 9 | 5
COCCCn1c(SCC(=O)Nc2ccc3c(c2)OCCO3)nnc1-c1ccoc1C | 10% | -3% | 23 | -4
O=C(COC(=O)c1cccnc1Nc1ccccc1F)NC1CC1 | nt | -3% | -13 | -5
O=C(CSc1ccccc1)NCc1ccccn1 | nt | 0% | ? | -1
Cc1ccc(SCC(=O)Nc2ccc(-c3nnc(-c4ccco4)o3)cc2)cc1 | -13% | -2% | -25 | 2
Cc1csc(NC(=O)CSc2nsc(SCC(=O)Nc3nc(C)cs3)c2C#N)n1 | 16% | -9% | 19 | 0
Cc1ccc(C2C(C(=O)c3ccco3)=C(O)C(=O)N2c2nnc(C)s2)cc1 (stereo unspecified) | -11% | 1% | ? | ?
Cc1ccc(S(=O)(=O)N2CCN(c3nc(C)nc4sc(C)c(C)c34)CC2)cc1 | 3% | 3% | 23 | -14
COc1cccc(C(=O)NCC(=O)OCC(=O)c2ccccc2)c1 | nt | -2% | -16 | nt
COc1cccc(-c2nc(CS(=O)(=O)CC(=O)NC3CCCc4ccccc43)c(C)o2)c1 (stereo unspecified) | 2% | 0% | -28 | -6
CCOC(=O)Cc1csc(SCn2nnc3ccccc3c2=O)n1 | -2% | 4% | -9 | 1

In a second layout: entries from further up.
CSc1nc2[nH]ncc2c(=O)[nH]1
- ALOX15B inhib = nt
- ALOX12 inhib = -1%
- PNC assembly inh = -4
- IMPase cell inh = nt
Cc1ccc(/C=N/NC(=O)CNC(=O)COc2ccccc2)cc1
- ALOX15B inhib = nt
- ALOX12 inhib = -6%
- PNC assembly inh = -29
- IMPase cell inh = -11

The listing continues.
SMILES | ALOX15B inhib | ALOX12 inhib | PNC assembly inh | IMPase cell inh
COc1ccccc1OCCn1c(=O)sc2ccccc21 | -1% | -5% | ? | 3
CCOc1cc(-c2nc(-c3ccc(OC)cc3)no2)cc(OCC)c1OCC | -2% | 0% | 6 | -6
O=C(C1CCC(CNc2c(N3CCOCC3)c(=O)c2=O)CC1)N1CCN(c2ccccc2)CC1 (stereo unspecified) | nt | -2% | 30 | 1
Cc1ccc(OCCNC(=O)/C=C/c2ccccc2)cc1 | nt | 0% | ? | nt
CC(=O)N1CCc2cc(S(=O)(=O)NC(CC(C)C)C(=O)N3CCc4ccccc4C3)ccc21 (stereo unspecified) | -3% | -1% | -2 | 3
CN(C)/N=C/c1c(O)ccc2ccccc12 | -15% | -11% | -3 | -5
COc1ccc(N2C(=O)CCC(C(=O)O)C2c2ccc(F)cc2)cc1 (stereo unspecified) | 1% | -7% | -13 | 8
O=C(c1cccnc1)N1CCN(C(=O)c2ccco2)CC1 | nt | -4% | -100* | 0
c1ccc(-c2csc(Nc3nc(N4CCOCC4)nc(N4CCOCC4)n3)n2)cc1 | 15% | 3% | 40 | -1
O=C(O)C1C2C=CC(O2)C1C(=O)NCCC1=CCCCC1 (stereo unspecified) | nt | -9% | ? | 6
CCN(CC)c1ccc(NC(=O)c2ccccc2F)cc1S(=O)(=O)Nc1ccccc1OC | nt | -1% | -15 | nt
CCCCOC(=O)C1[C@H]2C(=O)N(CCc3ccccc3)C[C@]23C=C[C@H]1O3 (stereo partly specified) | 5% | -8% | -29 | 1
CCSc1nc2ccccc2[nH]1 | 3%&-3% | 4%&-2% | ? | 6&6
C=CCn1c(SCC(=O)Nc2ncc(Cc3ccc(Br)cc3)s2)nnc1-c1ccncc1 | -8% | -4% | 74 | 2
CCOC(=O)c1ccc(CSc2n[nH]c(C)n2)o1 | -2% | 5% | ? | -4
O=C(Nc1ccc(-c2nc3ccccc3o2)cc1)C1CCCO1 (stereo unspecified) | -3% | 0% | 21 | 0
COc1ccc(CCNC(=O)CSc2nnc(Cn3c(=O)sc4ccccc43)n2C)cc1OC | 0% | -4% | -15 | 2
CSCCC(Nc1nc2ccccc2s1)C(=O)O (stereo unspecified) | 4% | 0% | ? | -1
C/C(=C\C(=O)C(F)(F)F)Nc1ccc(C(F)(F)F)cc1 | 0% | -3% | ? | 3
Cc1ccc2cc(C3C(C#N)=C(N)Oc4c3ccc3cccnc43)c(=O)[nH]c2c1 (stereo unspecified) | 33%[activator] | -1% | ? | 8

Rewritten tab-delimited: part of the list above
compound	ALOX15B inhib	ALOX12 inhib	PNC assembly inh	IMPase cell inh
CCOC(=O)N/N=C\C=C\c1ccc2c(c1)OCO2	nt	-3%	35	nt
Nc1ccc(Nc2ccccc2)c(Cl)c1	?	-9%	-23	8

This is a subset; the hit share may differ from the screen's.
